HSF1 inh – HSF1 inhibition | NIH3T3-HGL HSE-luciferase, MG132-induced, luminescence 8 h; hits give low values | activity change, negative = inhibition, % at 7.5 µM (by protocol) | 300,000 tested, 0.77% active;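 active = more than half of replicate wells show activity change below -50%, luminescence cut by over half; inconclusive = some wells, but at most half, below -50%; inactive = no replicate well below -50%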;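 note: luciferase reports HSF-1 transcriptional activity via heat shock element; 0% = median of DMSO wells and -100% = zero luminescence signal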
HSF1 activator – increases HSF-1 driven luciferase reporter signal; NIH3T3-HGL HSF-1 luciferase reporter, MG132, 8 h; 100% = twice DMSO control signal; activation, % at 9 µM; 300,000 tested, 1.7% active;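 active = mean replicate activation of at least 50% with a set share of replicates each reaching 50%; inconclusive = only one of those two conditions met; inactive = mean below 50% and too few replicates reaching it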;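 note: 0% = median of the neutral control wells and 100% = twice that signal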
aSyn 5UTR inh – 5' untranslated region of α-synuclein, MLPCN primary screen; inhibition, % (tested at 7.5 µM); 300,000 tested, 0.82% active; alpha-synuclein 5'UTR reporter, inhibitor activity; in the data active = inhibition above about 60%; inconclusive = no clear call, values can overlap the other calls;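 note: H4 neuroglioblastoma cells stably carrying SNCA 5'UTR luciferase fusion; 0% = DMSO wells and 100% = positive control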
IEC-6 tox – counter-screen for KLF5 inhibitors: cytotoxicity in IEC-6 cells; 290,000 tested, 0.78% active; IEC-6 cytotoxicity, luminescence viability; inhibition, % at 5 µM; in the data active = inhibition above about 22%;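 note: 0% = plate median of test compound wells and 100% = cytotoxic reference compound wells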
AI-2 QS modul – modulators of Vibrio harveyi AI-2 quorum sensing system | 300,000 tested, 0.4% active | Vibrio harveyi JMH597 AI-2 luminescence/OD600 ratio, 9 h; hits give low values; strain lacks LuxN and CqsS sensors; 0 = neutral-control median | AID 2094 | activity change, % at 7.5 µM; in the data active = activity change below about -75%, passing the limit was not always enough; inconclusive = no clear call, values can overlap the other calls;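 note: luminescence divided by OD600 gain over 9 h not by final OD600 alone; inactives centre near 13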
HSP90 refold inh – inhibitors of HSP90 luciferase refolding in rabbit reticulocyte lysate; luciferase refolding luminescence, 3 h; inhibition, % at 5.6 µM; 290,000 tested, 0.91% active; AID 1789;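 active = inhibition above the screen-wide mean plus 3 SD, computed separately per campaign, cut at about 16% in these data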;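 note: 0% = DMSO wells and 100% = 60 µM geldanamycin wells; inhibitors lower the luminescence because luciferase stays unfolded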
Platelet DG rel – platelet dense granule release activity | human platelet-rich plasma, SFLLRN dense granule ATP release, luminescence | inhibition, %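 (compounds screened at 7.5 µM in platelet-rich plasma)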 | 300,000 tested, 0.22% active | AID 1663;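 active = mean replicate score, as percent of positive control, at or above 50; inconclusive = mean below 50 but at least one replicate at or above 50; inactive = mean and every replicate below 50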
HDAC3 inh – blocks human histone deacetylase 3; O15379; inhibition, % at 8.3 µM; recombinant HDAC3, fluorogenic peptide/trypsin coupled, fluorescence; 320,000 tested, 0.15% active; AID 2718; in the data active = inhibition above about 26%, passing the limit was not always enough; inconclusive = no clear call, values can overlap the other calls
Target sequence (O15379 whole entry, looked up): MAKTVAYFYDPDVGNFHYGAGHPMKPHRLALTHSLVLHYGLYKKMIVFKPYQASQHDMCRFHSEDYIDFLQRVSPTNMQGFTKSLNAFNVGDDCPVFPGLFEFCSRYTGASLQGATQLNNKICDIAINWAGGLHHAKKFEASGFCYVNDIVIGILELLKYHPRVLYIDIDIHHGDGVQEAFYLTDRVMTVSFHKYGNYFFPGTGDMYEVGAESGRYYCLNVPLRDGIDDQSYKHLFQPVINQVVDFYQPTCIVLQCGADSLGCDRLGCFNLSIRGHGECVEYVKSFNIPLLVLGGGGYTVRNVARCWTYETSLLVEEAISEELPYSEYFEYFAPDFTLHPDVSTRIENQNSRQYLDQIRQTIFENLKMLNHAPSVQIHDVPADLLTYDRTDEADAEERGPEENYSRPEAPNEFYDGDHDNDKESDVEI
KLF5 inhibitor – kruppel-like factor 5 inhibition. 290,000 tested, 0.23% active. inhibition, % at 5 µM. AID 1700. DLD-1 KLF5 promoter-luciferase reporter, luminescence;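 active = inhibition above a per-plate limit of that plate's mean compound inhibition plus 3 SD, cut at about 60% in these data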;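 note: 0% = DMSO wells and 100% = LY294002 at 200 µM; higher means less KLF5 promoter-driven luciferase light; inactives centre near -14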
HIF activator – HIF pathway transcriptional activation. U2OS HRE-luciferase reporter, luminescence; normalized: DMSO 0%, desferrioxamine 100%. activation, % at 7.5 µM (by protocol). 300,000 tested, 0.32% active;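 active = mean activation of at least 10% of the iron chelator positive control signal, with at least half of replicates also reaching 10%; inconclusive = mean and replicate majority disagree about reaching 10%; inactive = mean and most replicates under 10%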
* marks the source's active call; other numbers are inactive results; ? = inconclusive; / = not tested or not shown.

SMILES	HSF1 inh	HSF1 activator	aSyn 5UTR inh	IEC-6 tox	AI-2 QS modul	HSP90 refold inh	Platelet DG rel	HDAC3 inh	KLF5 inhibitor	HIF activator
Cc1ccc(/C=C/S(=O)(=O)NCC(=O)O)cc1	-4	0	-38	-4	0	1	1	1	-12	-0.7
O=C(NOCc1ccccc1)c1ccccc1	13	-1	-92	/	8	/	6	-10	/	0.5
COc1ccc(C(=O)Nn2cnc3scc(-c4cccs4)c3c2=O)c(O)c1	-3	12	-55	-4	15	2	0	-3	-2	0.2
COc1cccc2sc(N3CCN(c4nc5ccccc5s4)CC3)nc12	-1	7	19	2	9	0	4	7	-5	-3.3
CCOC(=O)c1ccc(NS(=O)(=O)c2cc3c(cc2C)NC(=O)CO3)cc1	4	4	13	0	-2	1	-7	2	-27	-0.4
O=C(Nc1cccc(Cl)c1)Nc1ccccc1-n1ccnc1	0	0	-3	1	10	-4	-25	-1	11	0.2
COc1cc([N+](=O)[O-])cc2sc(NC(=O)c3c(F)cccc3F)nc12	-5	4	-13	-6	-4	-6	-4	-2	-8	-18
O=C(Nc1nnc(Cc2ccc(Cl)cc2)s1)c1ccncc1	2	2	18	8	-11	-1	0	-7	-8	-0.3
CCCCCN(C(=O)CCC(=O)OCC(=O)N(CC)c1ccccc1)c1c(N)n(CCCC)c(=O)[nH]c1=O	25	58*	6	/	17	/	/	1	/	0.0
O=C(C1CCC1)N1CCc2cc(S(=O)(=O)NC3CCCC3)ccc21	3	2	15	-6	10	-4	2	3	20	0.7
COc1cc(OC)cc(C(=O)Nc2ccccc2N2CCOCC2)c1	-6	-3	7	-6	17	-1	-2	-2	-13	0.1
Cc1cc(C(=O)OCC(=O)Nc2ccc(S(=O)(=O)N3CCOCC3)cc2)c(C)o1	-2	-9	-13	-6	-91*	0	2	0	-11	0.6
CCC1=NN(C(=O)c2ccccc2O)C(O)(c2ccccc2)C1 (stereo not drawn)	15	16	-35	6	22	-2	11	-7	-12	0.0
CCC(C)C(NC(=O)OC(C)(C)C)C(=O)NC(C(=O)N1CCCC1C(N)=O)C(C)CC (stereo not drawn)	-6	-14	12	-4	10	0	3	0	1	-0.2
CCOc1ccc(OCC)c(NC(=O)C2CCCN(S(=O)(=O)c3c(C)noc3C)C2)c1 (stereo not drawn)	-15	-33	-1	8	12	-5	/	-1	2	-0.3
Brc1ccc(C[n+]2ccccc2)cc1	-7	-17	13	/	5	/	-2	0	/	-2.3
CC(CN1CCCC1)OC(=O)c1ccc(Cl)cc1Cl (stereo not drawn)	-3	2	-9	4	16	-1	-2	2	-8	0.6
CC(C)(C)c1ccc2c(c1)OC(C(=O)N/N=C\c1ccc[nH]1)CO2 (stereo not drawn)	-73*	-75	5	-2	21	4	3	16	-8	0.3
CCCN(CCC)CCNC(=O)C1CCCN(S(=O)(=O)c2ccc3c(c2)oc(=O)n3C)C1 (stereo not drawn)	4	-2	-17	1	20	1	2	-4	-60	-0.7
CCCOc1ccc(N2C(=O)CC(N3CCN(C(=O)c4ccco4)CC3)C2=O)cc1 (stereo not drawn)	-14	-26	25	-4	14	-1	-7	-4	-17	0.1
Cc1c(C(=O)N(C)c2ccc(Cl)cc2)cnn1-c1ccccc1	12	19	-64	-4	18	-7	2	-1	-53	-5.4
COc1ccc2ncc(S(=O)(=O)c3ccccc3)c(N3CCN(c4ccccc4)CC3)c2c1	6	4	8	5	24	2	-9	0	9	-0.2
CC(=O)c1ccc(NC(=O)CS(=O)(=O)c2cn(CC(=O)N3CCOCC3)c3ccccc23)cc1	7	9	0	-1	10	-1	-6	4	-34	-0.1
CN(C)Cc1nc2ccccc2c(=O)n1Cc1nc(C(C)(C)C)cs1	/	/	/	3	/	5	/	9	-28	/
Cc1cc2c(cc1S(=O)(=O)NCc1ccc(Cl)cc1)OCC(=O)N2	-7	-27	-2	-2	0	-3	0	-2	-16	-0.2
SMILES	HSF1 inh	HSF1 activator	aSyn 5UTR inh	IEC-6 tox	AI-2 QS modul	HSP90 refold inh	Platelet DG rel	HDAC3 inh	KLF5 inhibitor	HIF activator
CCCCCCCOc1ccc(C(=O)Nc2cccnc2)cc1	10	6	15	3	1	1	0	5	-11	-1.0
Nc1nc(C23CC4CC(CC(C4)C2)C3)cs1	-10	11	16	-9	1	0	9	6	11	-0.3
COc1ccc(Br)cc1CN1CCCCCCC1	70	?	-37	-1	15	4	4	-2	-9	-0.5
COc1ccc(NS(=O)(=O)c2ccc3nc(COc4ccc5ccccc5c4)[nH]c3c2)cc1	-81*	-84	-10	3	4	-1	-2	/	7	-0.6
C#Cc1ccc([C@@H]2C=C(C(=O)NC3CC3)O[C@H](OCc3ccc(CO)cc3)C2)cc1	-6	-21	-5	/	13	/	-1	9	/	0.6
COc1ccccc1CN(C)c1nnnn1-c1ccccc1	-2	9	30	7	15	1	4	1	-20	0.2
CCCCNC(=O)C(=O)NCCCn1ccnc1	-4	-6	10	0	46	1	-1	0	3	0.9
CCn1cc(C(=O)Nc2ccc(C)c([N+](=O)[O-])c2)cn1	2	7	-6	-3	9	13	-10	0	-40	0.2
CN(CC(=O)Nc1nc2ccc(F)cc2s1)S(=O)(=O)c1ccc(Cl)cc1	3	21	-52	9	2	0	1	-1	-8	0.4
COc1cccc(C(Nc2ccccn2)c2c(NC(=O)c3ccco3)sc(C)c2C)c1 (stereo not drawn)	8	9	0	-3	16	4	-2	6	-11	-0.4
CSCCC(NC(=O)c1ccc(Cl)cc1)C(=O)OCC(=O)NCc1ccco1 (stereo not drawn)	3	8	0	/	13	/	4	-5	/	-0.2
CCOC(=O)C1CCN(CC(O)COc2ccc(C(C)=O)cc2)CC1 (stereo not drawn)	-4	-1	-7	2	11	-2	-2	3	5	/
Cc1ccccc1-n1nc(C)c2cc(C(=O)N3CCOCC3)sc21	/	/	/	4	-7	-2	8	3	4	/
CCOc1ccc2nc(CN3CCN(Cc4ccsc4)C(CCO)C3)ccc2c1 (stereo not drawn)	/	/	-26	4	14	2	-1	2	-8	/
COC(=O)c1sc2cc(C(F)(F)F)cnc2c1-c1cccnc1	-3	-3	3	-3	27	-1	0	-1	-2	-0.3
O=C(O)CSc1nnc(-c2ccncc2)n1-c1ccc(Cl)cc1	-1	7	-1	6	27	-3	1	-5	-19	0.7
CCOC(=O)CCCn1ncn2c(cc3occc32)c1=O	1	6	-51	-5	11	1	8	-7	-56	1.0
COc1ccc(NC(=O)NN2CCN(C)CC2)c(OC)c1	0	-8	5	5	13	-1	37	3	-21	0.0
CCOC(=O)Nc1csnn1	-5	-6	4	0	5	0	4	/	-15	0.1
COc1ccc(N2C(=O)c3ccccc3S2(=O)=O)cc1	-2	4	-4	3	9	0	5	0	8	0.7
O=C(Cn1nc2sc3ccccc3n2c(=O)c1=O)c1cccs1	-6	-5	-37	-12	19	0	-12	1	-20	1.7
CC(C)(C)c1cc(O)c(C(C)(C)C)cc1O	-3	-16	9	/	14	/	-12	2	/	-0.6
Cc1cc(C)c2sc(NC(=O)c3ccc([N+](=O)[O-])o3)nc2c1	54	77*	-110	99*	-86*	2	1	3	-25	0.7
Cc1cc(OC(C)C(=O)NC(Cc2c[nH]c3ccc(O)cc23)C(=O)O)c2c(C)c(C)c(=O)oc2c1 (stereo not drawn)	-6	-4	3	2	28	-7	-9	-6	-22	0.0
O=C(c1ccc(=O)[nH]c1)N1CCCc2ccccc21	1	13	12	-6	17	-4	16	0	-30	-8.0
SMILES	HSF1 inh	HSF1 activator	aSyn 5UTR inh	IEC-6 tox	AI-2 QS modul	HSP90 refold inh	Platelet DG rel	HDAC3 inh	KLF5 inhibitor	HIF activator
CC(C)(C)OC(=O)N1CCC[C@@H]1C(=O)N1CCC(C(=O)O)CC1	-8	-6	-3	-2	23	0	-1	-1	-25	-0.1
CCOC(=O)c1cnc(SCC(=O)Nc2cc(OC)ccc2OC)nc1N	-1	-22	-11	1	6	4	-1	5	-38	0.1
Cc1ccnc(NC(=O)c2ccc3c(c2)C(=O)N(CC2CCCO2)C3=O)c1 (stereo not drawn)	/	/	-7	-4	11	1	6	0	-29	0.3
O=C(CCCC(=O)OCC(F)(F)C(F)F)Nc1nccs1	-3	-5	9	2	32	2	2	2	-28	-0.1
Cc1cc(C)n(CCNC(=O)c2ccc3c(c2)OCO3)n1	11	58*	-14	-2	/	-4	-6	7	-17	1.5
Cc1nnc(NC(=O)CSc2ccc(-c3ccccn3)nn2)s1	1	10	-17	-3	-42	3	-1	2	-31	0.2
O=C(CSc1nc(-c2ccccc2Cl)ns1)NCc1ccc2c(c1)OCO2	3	11	2	-7	14	3	1	/	2	-0.3
COc1ccc(-c2cc(N)n(S(=O)(=O)Cc3ccccc3)n2)c(OC)c1	5	11	10	3	23	-6	-10	5	9	0.1
S=C(Nc1ccccc1Cl)N1CCOCC1	-3	-2	2	-2	14	-1	-1	-3	-19	-0.1
Cn1c(=O)oc2cc(S(=O)(=O)Nc3ccc(Cl)cc3F)ccc21	4	-9	6	2	8	-4	-1	-4	-9	0.1
Nc1ccc(Cl)c(S(=O)(=O)Nc2ccc(Cl)cc2)c1	16	20	10	-10	57	-5	3	5	-13	1.3
O=C(C1CCCN(Cc2ccc(Br)cc2)C1)N1CCCCC1 (stereo not drawn)	-2	-2	-11	6	19	-1	0	6	-24	1.1
COc1ccc(C(=O)c2cnc(/N=C/N(C)C)s2)cc1	1	25	-93	0	23	2	-3	3	-28	1.1
O=C(O)c1ccccc1Nc1ccnc(C(F)(F)F)c1	-6	-4	-24	0	12	3	-1	1	-32	0.8
COc1ccc(C2C(C(C)=O)=C(O)C(=O)N2CCO)c(OC)c1 (stereo not drawn)	-7	-8	-3	4	27	-4	-3	9	-15	-0.3
O=C(COc1ccc(Br)cc1F)NC1CCN(Cc2ccccc2)CC1	-3	5	16	-2	26	-1	3	-1	-36	0.0
CC(C)c1ccc(C(O)c2nc3ccccc3n2C)cc1 (stereo not drawn)	5	15	-6	8	17	-2	-3	-4	-7	-6.4
Cc1nc2c(C(=O)N3CCOCC3)cnn2c(C)c1Cc1ccc(Cl)cc1	3	-2	23	-4	13	0	3	-8	16	-0.3
O=C(NN1CCOCC1)c1ccc(F)cc1	2	-12	-3	-6	11	-3	-3	0	-18	-0.4
CCc1ccc(C(=O)COC(=O)c2ccccc2OC)cc1	39	49	-45	-2	18	4	1	-2	-23	2.5
COc1ccc(CNC(=O)C2CCN(C(=O)c3csc(Nc4ccc(C)cc4)n3)CC2)cc1	2	6	16	-5	10	3	-4	-3	-21	0.0
Cc1ccc2nc(SCC(=O)Nc3ccc4sc(C)nc4c3)c(C#N)cc2c1	12	26	-129	0	26	0	9	-5	-16	1.3
CCc1ccccc1N(C(C)=O)c1nc(CN=C=S)cs1	1	8	-1	5	-61	2	0	-1	-3	-0.8
CN(CC(=O)NC(=O)NC(C)(C)C)CC(=O)Nc1ccccc1Cl	-7	8	25	2	-7	1	-5	4	-11	-0.6
N#CCOC(=O)C1c2ccccc2Oc2ccccc21	-2	7	-4	-1	11	5	-7	15	1	0.2
O=C(O)c1cc(-c2ccc(Cl)s2)[nH]n1	-8	-14	-21	3	20	1	0	2	5	0.6
